Compound activity deposited in PubChem BioAssay by The Scripps Research Institute Molecular Screening Center.
SRC1 TRFRET art: flags TR-FRET format artefacts in PPARgamma SRC-1 recruitment agonist screen; TR-FRET detection artefact counter-screen, emission ratio; active compounds read high; TR-FRET ratio at 8 µM; 99,000 tested, 0.34% active; AID 1051; in the data active means TR-FRET ratio above about 2300; further: inactives centre near 1800; reference of the scale not given here
SRC3 TRFRET art: flags TR-FRET format artefacts in PPARgamma SRC-3 recruitment agonist screen; AID 1048; 99,000 tested, 0.39% active; TR-FRET artefact counter-screen, PPARgamma/SRC-3 format; active compounds read high; TR-FRET ratio at 8 µM; in the data active means TR-FRET ratio above about 2000; further: inactives centre near 1600; reference of the scale not given here
An asterisk follows results filed as active. This is a subset (hit frequency here may not be typical).

SMILES	SRC1 TRFRET art	SRC3 TRFRET art
COc1ccc([N+](=O)[O-])cc1N(CC(O)CN(C)C)S(=O)(=O)c1ccccc1 (stereo not drawn)	1839	1517
COc1cccc(-n2c(CN3CCN(c4ccccn4)CC3)nc3ccc([N+](=O)[O-])cc3c2=O)c1	1645	1333
CC(=O)c1c(C)oc2ccc(N(C(=O)c3ccncc3)S(=O)(=O)c3ccccc3)cc12	1978	1615
C=CCNC(=O)C(=O)N/N=C/c1ccco1	1855	1611
COC(=O)c1ccc(-c2ccco2)n1Cc1nc(-c2ccc(OC)c(OC)c2)oc1C	1796	1472
O=C(Nc1cccc(C(F)(F)F)c1)OCCN1CCN(Cc2ccccc2)CCC1=O	1767	1799
O=C(CN1CCN(C(=O)c2ccco2)CC1)Nc1cccc([N+](=O)[O-])c1	1674	1447
O=C1c2ccc3c4c(ccc(c24)C(=O)N1c1ccc(O)cc1)C(=O)N(c1ccc(O)cc1)C3=O	1578	1477
CCS(=O)(=O)N1CCC(C(=O)NCc2ccc(OC)cc2)CC1	1737	1523
CCOCCCNC(=O)C(NC(=O)Cc1cccs1)c1ccc(OC)cc1 (stereo not drawn)	1829	1451
CCCCCC(=O)NC(Cc1ccc(OC)c([N+](=O)[O-])c1)C(=O)O (stereo not drawn)	1596	1382
COC(=O)C1CC(c2ccc(Cl)cc2)=NO1 (stereo not drawn)	1847	1399
C/C(=N\NC(=O)CNC(=O)C(c1ccccc1)c1ccccc1)c1ccccc1	1856	1852
CCC1(c2ccccc2)NC(=O)N(Cc2ccc(C(=O)OC)cc2)C1=O (stereo not drawn)	1605	1533
Cc1c(C(=O)N/N=C/c2ccc(Cl)cc2)[nH]c2ccc(Cl)cc12	2015	1591
COc1ccc(N2CCN(C(=O)Cn3cncn3)CC2)cc1	1724	1446
CCN(CC)C(=O)CSC1=N/C(=C/c2ccco2)C(=O)N1c1ccc(OC)c(Cl)c1	2126	1547
O=C(NC1CCS(=O)(=O)C1)/C(=C\c1ccc(F)cc1)NC(=O)c1ccccc1 (stereo not drawn)	1820	1704
O=C(NCCCN1CCN(c2ccccc2F)CC1)Nc1ccccc1[N+](=O)[O-]	1792	1677
C/C(=N/O)c1ccc2c(c1)OCCOCCOc1cc(/C(C)=N/O)ccc1OCCOCCO2	1851	1413
CC1CCc2ccccc2N1C(N)=Nc1ccccc1 (stereo not drawn)	2033	1737
COc1ccccc1Oc1ccc2c(c1)C(=O)N(c1cccc3ncccc13)C2=O	1425	1387
COc1ccccc1Oc1ncnc2c1oc1ccccc12	1572	1465
CC1(c2ccc(O)cc2)NC(=O)N(c2ccccc2)N1 (stereo not drawn)	1765	1638
COc1ccccc1NS(=O)(=O)c1cccc(C(=O)N/N=C/c2ccc(C)o2)c1	1824	1666
O=C(NC(=O)c1ccc(F)cc1)Nc1nc(-c2cccs2)cc(C(F)(F)F)n1	1603	1562
COc1cc(SC)ccc1C(=O)NC(C)C	1856	1528
Cc1c(Cl)ccc(S(=O)(=O)N2CCN=C2c2ccccc2)c1Cl	1792	1566
O=C(C1CCCO1)N1CCN(C(=S)Nc2ccc(Cl)c(Cl)c2)CC1 (stereo not drawn)	1800	1472
CCn1c(C)nc2cc(C(=O)OCCC(F)(F)F)ccc21	1664	1491
O=C1Nc2ccccc2Oc2cc([N+](=O)[O-])cc(Oc3ccccc3)c21	1599	1330
Cc1ccc(S(=O)(=O)NNC(=O)CCC(=O)Nc2ccc(C)cc2C)cc1	1683	1627
CCCCC(=O)N/N=C(\C)CC(=O)Nc1ccccc1Br	1640	1637
Cc1cc(C)c(NC(=O)C(C)(C)C)c(Cl)c1	1678	1841
CCOc1cccc(OCCCCn2cnc3ccccc3c2=O)c1	1694	1548
CCc1c(C(=O)NNC(=S)NC2CCCCC2)csc1C	1756	1595
Clc1ccc(-c2n[nH]c3c2CCCC3)cc1	1902	1525
COc1cc2[nH]c(=O)n(CCCCCC(=O)NCCCN3CCOCC3)c(=O)c2cc1OC	1630	1411
O=c1cc(C(F)(F)F)[nH]c2c(C(F)(F)F)cccc12	1984	1597
COCCCNC(=O)c1ccc(Cn2c(=O)c3ccccc3n(CC(=O)NCCc3ccc(OC)c(OC)c3)c2=O)cc1	1578	1621

Random excerpt: 2 records from the list
SMILES	SRC1 TRFRET art	SRC3 TRFRET art
COC(=O)c1ccc(-c2ccco2)n1Cc1nc(-c2ccc(OC)c(OC)c2)oc1C	1796	1472
O=C1Nc2ccccc2Oc2cc([N+](=O)[O-])cc(Oc3ccccc3)c21	1599	1330

Additional entries
SMILES	SRC1 TRFRET art	SRC3 TRFRET art
CC(=O)c1ccc(NC(=O)COC(=O)CCC(=O)c2cccs2)cc1	1686	1671
O=C(COC(=O)c1n[nH]c(=O)c2ccccc12)c1ccc(Br)cc1	1552	1447
Fc1ccccc1NC(=S)Nc1cccnc1	1605	1610
COc1ccccc1NC(=O)C1=C(C)NC2=C(C(=O)CC(c3ccc(OC)c(OC)c3)C2)C1c1coc2ccccc2c1=O (stereo not drawn)	1636	1425
COc1ccc(CN(CCO)CCO)cc1[N+](=O)[O-]	1613	1452
O=C(CCC1CCCCC1)NNC(=O)c1cnccn1	1587	1352
Cc1ccc(/C=N/OC(=O)c2nn(C)cc2Cl)cc1	1893	1662
Cc1ccccc1NC(=O)c1oc(=O)c2ccccc2c1-c1ccccc1	1594	1659
Cc1ccc(Nc2cc(C)nc3nc(C)nn23)c(C)c1	1766	1609
CCOc1ccc(NC(=O)CSc2nnc(C3CC3)n2C)cc1	1852	1672
Cc1cccc(N2C(=O)CC(N3CCN(c4ccccn4)CC3)C2=O)c1 (stereo not drawn)	1764	1453
O=C(COC(=O)c1ccccc1)NCc1cccs1	1585	1684
NNc1ccc2c(C(F)(F)F)cc(C(F)(F)F)nc2n1	1845	1623
CSCCC(NC(=O)c1ccccc1)C(=O)OCC(=O)c1ccc[nH]1 (stereo not drawn)	1611	1529
CN(C)c1ccccc1C(=O)N1CCCC(C(=O)c2ccc3ccccc3c2)C1 (stereo not drawn)	1718	1558
O=C(c1cncs1)N1CCCC(CNS(=O)(=O)c2cccs2)C1 (stereo not drawn)	1655	1689
COc1ccc(N(CC(=O)Nc2ccc3c(c2)OCCO3)S(=O)(=O)c2cccnc2)cc1	1636	1609
COCC(C)n1c(C)cc(C(=O)COc2ccc(C)nc2[N+](=O)[O-])c1C (stereo not drawn)	1813	1338
CC(=O)[C@@]1(O)CC[C@H]2[C@@H]3C[C@H](C)C4=CC(=O)C=C[C@]4(C)[C@@]3(F)[C@@H](O)C[C@@]21C	1768	1947
COc1cc(C(=O)NNC(=O)Nc2ccc([N+](=O)[O-])cc2)cc(OC)c1OC	1901	1566
O=c1cc(CN2CCc3ccccc3C2)nc2sccn12	1525	1714
CCNC(=O)COC(=O)Cc1ccc(Cl)cc1Cl	1902	1556
COc1ccc(CN2CCCC(CNC(=O)c3ccc(F)cc3)C2)c(C)c1C (stereo not drawn)	1797	1805
COc1ccc(/C=C2\CC/C(=C\c3ccc(OC)c(OC)c3)C2=O)cc1OC	1767	1727
CSc1ccc(/C=C/C(=O)N2CCCN(C)CC2)cc1	2061	1536
Cc1cccc(NC(=O)CN2C(=O)N/C(=C/c3ccc(C)o3)C2=O)c1	2073	1838
O=C(NC1CCC(c2ccccc2)CC1)c1cccnc1 (stereo not drawn)	1572	1404
COc1cccc(NC(=O)CSC(N)=O)c1	1831	1622
COc1cc(OC)cc(C(=O)OCC(=O)NCc2ccc3c(c2)OCO3)c1	1819	1459
COc1ccc(N(CC(=O)NCCC2=CCCCC2)S(=O)(=O)c2ccccc2)c(OC)c1	1904	1494

One compound at a time, from the list above:
COc1cc(OC)cc(C(=O)OCC(=O)NCc2ccc3c(c2)OCO3)c1 as listed: SRC1 TRFRET art: 1819; SRC3 TRFRET art: 1459
CSc1ccc(/C=C/C(=O)N2CCCN(C)CC2)cc1 as listed: SRC1 TRFRET art: 2061; SRC3 TRFRET art: 1536
COc1cccc(NC(=O)CSC(N)=O)c1 as listed: SRC1 TRFRET art: 1831; SRC3 TRFRET art: 1622

The listing continues:
SMILES	SRC1 TRFRET art	SRC3 TRFRET art
CN1CCN(CCCC(=O)c2ccc(C3CCCC3)cc2)CC1	1892	1573
CC(C)CC(=O)N1CC(C)N(C(=O)CC(C)C)CC1C (stereo not drawn)	1702	1556
COC(=O)NCC(c1ccco1)N1CCN(c2ccc(F)cc2)CC1 (stereo not drawn)	1807	1669
CCOc1c(/C=C(\C#N)C(N)=O)c2ccccc2n1CC	1788	1470
O=C(Nc1cc(N2CCOCC2)ncn1)c1ccc(F)cc1	1784	1602
CCc1ccc(NC(=S)NCc2ccccc2)cc1	1876	1651
CCc1ccc(OCCOCC(O)CNC(C)CC)cc1 (stereo not drawn)	1957	1434
O=c1c2ccccc2ncn1CCOc1ccccc1[N+](=O)[O-]	1661	1358
C#CCOC(=O)CCC(=O)NCCc1ccccc1	1918	1594
Cc1cccc(NC(=O)CCNC(=O)c2ccco2)c1C	1888	1653
Cc1cc(C(=O)NNC(=O)c2ccc(S(=O)(=O)N(C)C)cc2)c(C)o1	1631	1405
Cn1ccnc1Sc1ccc(C(N)=O)cc1[N+](=O)[O-]	1938	1592
NC(=O)c1c(NC(=O)c2cccnc2)sc2c1CCCC2	2008	1768
COc1ccc(CNC(=O)CN(CC2CCCO2)C(=O)CNS(=O)(=O)c2ccc(F)cc2)cc1 (stereo not drawn)	1823	1448
COc1cccc(NC(=O)COc2c(F)c(F)c(C(F)(F)F)c(F)c2F)c1	1845	1590
Cc1ccc(Nc2c([N+](=O)[O-])c(=O)n(C)c3ccccc23)cc1	1676	1578
Cc1cc(C)n2nc(CCCO)nc2n1	1645	1477
C[N+](C)(C)CCOc1ccc([N+](=O)[O-])cc1	1678	1345
CC(=O)c1ccc(N2CCN(C(=O)Nc3ccc(F)cc3)CC2)cc1	1521	1419
Cc1ccc(C(=O)/C=C/Nc2cccc([N+](=O)[O-])c2)o1	2249	1666

Rewritten with two lines to a compound: seven of the compounds above.
Sequence of screens – SRC1 TRFRET art, SRC3 TRFRET art
> Cc1ccc(Nc2c([N+](=O)[O-])c(=O)n(C)c3ccccc23)cc1
    1676, 1578
> Cn1ccnc1Sc1ccc(C(N)=O)cc1[N+](=O)[O-]
    1938, 1592
> CC(=O)c1ccc(N2CCN(C(=O)Nc3ccc(F)cc3)CC2)cc1
    1521, 1419
> Cc1ccc(C(=O)/C=C/Nc2cccc([N+](=O)[O-])c2)o1
    2249, 1666
> Cc1cc(C(=O)NNC(=O)c2ccc(S(=O)(=O)N(C)C)cc2)c(C)o1
    1631, 1405
> C[N+](C)(C)CCOc1ccc([N+](=O)[O-])cc1
    1678, 1345
> Cc1cc(C)n2nc(CCCO)nc2n1
    1645, 1477

The results go on:
SMILES	SRC1 TRFRET art	SRC3 TRFRET art
Cc1c(/C=N/NC(=O)c2cccnc2)c2ccccn2c1C(=O)c1ccc(F)cc1	2017	1677
Cc1onc(CO)c1C(=O)Nc1nccs1	1573	1465
N#CNC(=Nc1cccc(F)c1)SCc1ccccc1	1776	1735
CCCCOc1ccc(N2CC(C(=O)NCCc3ccc(OC)c(OC)c3)CC2=O)cc1 (stereo not drawn)	2032	1714
CCOC(=O)C(C(=O)OCC)C(C[N+](=O)[O-])c1ccccc1 (stereo not drawn)	1993	1682
CCCN1C(=O)C(Cc2nc3ccccc3c(=O)n2-c2ccccc2)c2ccccc21 (stereo not drawn)	1771	1418
O=C(Nc1ccc(S(=O)(=O)Nc2nccs2)cc1)c1ccc(F)c(S(=O)(=O)N2CCOCC2)c1	1940	1652
CCc1nc(N[C@@H](Cc2c[nH]c3ccccc23)C(=O)O)c2oc3ccccc3c2n1	1857	1604
O=C(O)CSCC(=O)Nc1ccc(Cl)cc1C(F)(F)F	1854	1618
COc1ccccc1OCc1csc(NC(=O)c2ccco2)n1	1723	1475
CCc1cc2c(SCC(=O)Nc3cc(C)on3)ncnc2s1	1891	1619
Cc1ccc(Cn2c(=N)c(C#N)cc3c(=O)n4cccc(C)c4nc32)cc1	1802	1541
CCC(C(=O)Nc1nccs1)c1ccccc1 (stereo not drawn)	2211	1694
Cn1cccc1CC(=O)NNC(=O)Nc1ccc(F)cc1	1714	1527
CCC(C)(C)n1nnnc1C(c1ccccc1)N1CCN(Cc2ccccc2)CC1 (stereo not drawn)	1905	1689
COc1ccc(S(=O)(=O)N2CCC(C(=O)Nc3c(F)cccc3F)CC2)cc1	1624	1429
Cc1ccc(N2CCN(/N=C/c3ccccc3)CC2)cc1	1806	1528
CC(C)(C)c1ccc(C(=O)NC(=S)NCc2cccnc2)cc1	1782	1571
CC(=O)O/N=C/c1c(Cl)n(C)c2ccccc12	1806	1629
Cc1ccc(C)c(S(=O)(=O)Nc2ccc(C(=O)NCCc3ccccn3)cc2)c1	1688	1535
COc1cccc(CCNC(=O)CC2C(=O)NCCN2Cc2ccc(Cl)c(F)c2)c1 (stereo not drawn)	1917	1618
Cc1cc(NC(=O)CCN2C(=O)C3C4C=CC(C4)C3C2=O)ccc1Br (stereo not drawn)	2099	1572
O=C(CCN1C(=O)COc2ccccc21)NCCC1=CCCCC1	1640	1625
CC(=O)c1ccc(NC(=O)COC(=O)c2ccccc2N=Nc2ccc(N(C)C)cc2)cc1	2419*	1886
Cc1ccc(S(=O)(=O)/C(C#N)=C/c2ccccc2OCc2ccccc2)cc1	2211	1699
O=C(C1=C(c2ccccc2)C(=O)c2ccccc2C1=O)c1ccccc1	1787	1457
O=C1CC(c2cc(F)ccc2F)c2cc3c(cc2N1)CCC3 (stereo not drawn)	1572	1705
CCSc1cc(N2CCCC2)nc(-c2cccc(C)c2)n1	1717	1644
CC(=O)Nc1ccc(NC(=O)Nc2ccccc2C)cc1	1733	1529
O=C1COc2ccc(-c3csc(NCC4CCCO4)n3)cc2N1 (stereo not drawn)	1679	1579
CC1CCCN(C(=S)NC2CCCC2)C1 (stereo not drawn)	1776	1510
C/C(=N\Nc1cccc(Cl)c1)c1ccc(-n2ccnc2)cc1	1736	1446
